P. falciparum M17LAP: P. falciparum M17LAP inhibitors, primary screen, biochemical, fluorogenic H-Leu-NHMec substrate, 1536-well (AID 1619). recombinant M17LAP, H-Leu-NHMec fluorogenic kinetic assay; higher % means a stronger effect. inhibition, % at 30 µM, or IC50 in µM where a hit was titrated. actives 0.38% (n = 220,000);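 active = compound inhibiting the enzyme by more than half at any dose during confirmatory dose-response retesting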;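 also: plate controls were full reaction with DMSO carrier for no effect and no enzyme background for full effect; strong numbers were not always called active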
Dynein cargo inh: dynein cargo transport inhibition | 3617.4 mouse cells, GR-EGFP nuclear translocation imaging; test concentration mostly 20 µM; stimulated with dexamethasone, 1 µM; stronger effect = lower value | actives 0.47% (n = 220,000) | AID 1381 | z-score, hits read low;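 active = plate z-score of nuclear minus cytoplasmic receptor signal below a set negative limit, without overly bright fluorescence or cell loss, cut at about -3.5 in these data, passing the limit was not always enough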;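 also: z-score of nuclear minus cytoplasmic ring GR-EGFP intensity difference per well; some compounds called inactive have numbers as strong as hits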
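Schedule: 48 h induction, then 1 h compound, then 30 min agonist, 37 °C. Buffer or medium: tetracycline-free induction medium containing charcoal-stripped FBS. Reagent: 1.0 µM final dexamethasone stimulus. Evaluation: nuclear versus cytoplasmic GR-EGFP signal, averaged per well. Signal: high-content fluorescence imaging after fixation.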
P. falciparum M1AAP: P. falciparum M1AAP inhibitors, biochemical, fluorogenic H-Leu-NHMec substrate, 1536-well (AID 1445). actives 0.42% (n = 220,000). recombinant M1AAP, H-Leu-NHMec fluorogenic kinetic assay; higher % means a stronger effect. inhibition, % at 30 µM; hits with a dose series show IC50 in µM;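 active = primary inhibition above the hit cutoff, then over 50% inhibition at one or more dose response concentrations, cut at about 23% in these data, passing the limit was not always enough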;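 also: plate controls were DMSO full reaction for no effect and no enzyme background for full effect; strong numbers were not always called active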
Yfh1-off respiration: enhancers of respiration in Yfh1-depleted yeast, dose response, Friedreich's ataxia, plus single-dose screen (AID 1465). S. cerevisiae Yfh1-off respiration, WST-1 reduction, 72 h; higher fold induction means a stronger effect. fold induction at 50 µM; hits with a dose series show EC50 in µM. actives 0.074% (n = 220,000);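 active = fold induction of absorbance versus untreated yeast above a set limit, then at least 30% activation at any dose in follow-up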;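 also: activators that raise dye reduction in frataxin-depleted yeast; strong numbers were not always called active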
MT stabilizer: microtubule stabilization, imaging screen; AID 2205; % tubulin-high responders, % at 10 µM; HeLa tubulin immunostaining HCS, 24 h; share of cells brighter than vehicle mean+2SD; actives 0.83% (n = 200,000);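 active = plate Z-score above 3 for both tubulin-high and condensed-nucleus cell shares, with cell loss under 80%, at 10 µM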;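 also: anti alpha tubulin signal scored within the nucleus-defined area of each cell; some results filed as inactive read as strong as hits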
bCat nuc transl: beta-catenin nuclear translocation modulation; actives 0.3% (n = 190,000); HeLa beta-catenin nuclear translocation, immunofluorescence imaging; nuclear translocation activity, % at 5 µM;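 active = nuclear translocation activity above 50% at 5 µM, with a well cell count of 50 or more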;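 also: per-cell ratio of nuclear to cytoplasmic median beta-catenin stain intensity; plate controls were DMSO negative control for no effect and GSK-3 inhibitor IX positive control for full effect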
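Technique: fluorescence imaging of beta-catenin antibody stain plus DAPI / Material: human HeLa cell line / Incubation: compound treatment 24 h, 37°C, 5% CO2 / Read-out basis: % activation of per-cell nuclear versus cytoplasmic median beta-catenin signal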
Autophagy mod: alters autophagy in cells; actives 0.98% (n = 190,000); MEF GFP-LC3 puncta imaging; test concentration mostly 10 µM; calls only at 10 µM (by protocol);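 active = percentage of spot-positive cells more than 3 SD above its plate mean, without a fluorescence outlier flag or 80% toxicity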;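 also: spot-positive cell cutoff set from DMSO-treated cells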
T cell HTS: T cell immune modulators affecting CD8 T cell-vesicle binding; 2C CD8+ T cell-vesicle binding, flow cytometry; stronger effect = lower value; calls only at 7 µM; actives 0.068% (n = 330,000);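 active = response, share of CD8 T cells binding vesicles, and their 90th percentile fluorescence all below set limits, cut at about 80% in these data, passing the limit was not always enough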
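Test system: purified 2C TCR transgenic mouse naive CD8+ T cells. Probe or stimulus: QL9-peptide-loaded Drosophila micro-vesicles bearing Ld, ICAM-1 and B7-1. Incubation: binding step 1.5 h, 37 °C, antibody labelling 20 min, ice. Measured by: flow cytometry of vesicle-bound cells.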
WT yeast gro inh: growth inhibition of WT yeast, mitochondrial fusion screen. mitochondrial fusion phenotypic screen, WT strain. inhibition, % at 10 µM. actives 2.1% (n = 190,000). AID 1362; in the data active = inhibition above about 58%; tested in S. cerevisiae
WT yeast gro inh mutant strain: also measured in WT yeast gro inh; calls as there; inhibition, %; mitochondrial fusion phenotypic screen, mutant strain inhibition
Dynein cargo inh cytoplasmic EGFP: further read-out of Dynein cargo inh, marked with its call; z-score; measured here: cytoplasmic GR-EGFP intensity; stronger effect = higher value
Dynein cargo inh nuclear GR-EGFP: recorded beside Dynein cargo inh, whose call it bears; z-score; measured here: nuclear GR-EGFP intensity;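 lower value marks the stronger effect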
Dynein cargo inh cell count: also measured in Dynein cargo inh; calls as there; z-score; measured here: cell count per field
bCat nuc transl cell count 5 µM: further read-out of bCat nuc transl, marked with its call; cell count; measured here: cell count, cytotoxicity flag
T cell HTS vesicle-bound %: recorded beside T cell HTS, whose call it bears; double positive events, %; measured here: CD8+ vesicle-bound cell fraction;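 binding gate set so that unloaded-vesicle control wells show 10% double positive cells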
MT stabilizer Hoechst-high %: recorded beside MT stabilizer, whose call it bears; % Hoechst-high responders; measured here: nuclear condensation Hoechst responders;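 share of cells brighter than vehicle mean plus two SD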
MT stabilizer cytotoxicity %: second read-out of MT stabilizer, no call of its own (marks repeat the call); toxicity, %; measured here: cytotoxicity by cell density;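 0% = mean cell density of plate MIN control wells and 100% = no cells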
Autophagy mod cell loss 18 h: second read-out of Autophagy mod, no call of its own (marks repeat the call); toxicity, %; measured here: cell loss, nuclei count;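 cell loss after 18 h compound exposure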
* hit, by the source's call; i = inactive; . = no result given; + = active, no number.

no.	mol	P. falciparum M17LAP	Dynein cargo inh	Dynein cargo inh cytoplasmic EGFP	Dynein cargo inh nuclear GR-EGFP	Dynein cargo inh cell count	P. falciparum M1AAP	Yfh1-off respiration	MT stabilizer	MT stabilizer Hoechst-high %	MT stabilizer cytotoxicity %	bCat nuc transl	bCat nuc transl cell count 5 µM	Autophagy mod	Autophagy mod cell loss 18 h	T cell HTS	T cell HTS vesicle-bound %	WT yeast gro inh	WT yeast gro inh mutant strain
1	CCOC(=O)c1c(C)[nH]c(C)c1C(=O)COc1ncnc2cc([N+](=O)[O-])ccc12	12%	-1.4	-0.12	-0.95	-0.47	5%	i	2.6	2.3	11	1.8	1034	i	-11	i	28	7	0
2	CCCCCCOc1ccc(N2C(=O)CC(N3CCN(CCN=CC4=C(O)CC(C)(C)CC4=O)CC3)C2=O)cc1 (stereo unspecified)	-1%	0.38	1.1	0.69	-0.87	-5%	i	.	.	.	0.3	1043	i	-13	i	36	10	27
3	CCOCCCNC1=C(Cl)C(=O)c2ccccc2C1=O	-3%	-5.3*	1.1*	-2.4*	-0.051*	0%	i	.	.	.	1.7	1342	.	.	i	30	.	.
4	CC1(C)C(=O)Nc2ccccc2N1C(=O)COc1ncnc2ccccc12	5%	-0.43	-0.2	0.016	0.052	-1%	i	1.0	1.3	15	.	.	i	41	i	47	-6	7
5	O=C(NC(=S)Nc1ccccc1N1CCN(C(=O)c2ccccc2)CC1)c1cccs1	5%	-0.17	-0.21	0.23	0.19	7%	i	.	.	.	0.0	1254	.	.	i	20	.	.
6	CCN1CCN(Cc2ccc(NC(=O)c3ccc(C)c(NC(=O)C4=NN(c5ccccc5)C(=O)C4)c3)cc2C(F)(F)F)CC1	10%	-0.42	-0.8	-0.045	0.74	0%	i	.	.	.	-0.6	1326	.	.	i	14	.	.
7	CCn1c(COc2ccccc2)nnc1SCC(=O)Nc1ccc2c(c1)OCCO2	12%	-0.46	-0.2	-0.15	0.86	4%	i	1.6	1.8	7.9	-4.3	1280	i	-14	i	38	7	24
8	Nc1c(C(=O)NCCN2CCOCC2)c2nc3ccccc3nc2n1-c1cccc(F)c1	-184%	1.6	-0.049	1.6	-1.2	16%	i	3.0	2.4	12	-0.3	1112	i	-9	i	33	23	-10
9	COc1ccc(/C(O)=C2/C(=O)C(=O)N(CCCN(C)C)C2c2ccc(Cl)cc2)cc1OC (stereo unspecified)	.	-0.18	0.54	0.74	0.6	.	i	2.1	0.6	8.9	.	.	i	-2	i	34	.	.
10	CCOC(=O)c1ccc(NC(=O)COc2ccccc2OC)cc1	9%	-0.58	-0.32	-0.0081	0.51	7%	i	5.3	2.5	2.3	.	.	i	0	i	24	27	-11
11	CCCNc1ncnc2onc(C)c12	8%	-0.93	-0.31	-0.54	1.4	14%	i	2.4	1.7	6.9	-7.0	1175	i	5	i	40	-2	-7
12	Brc1ccc(-c2nc(-c3ccccc3)no2)o1	-7%	0.18	-0.18	0.45	-0.28	5%	i	3.8	1.1	0.3	.	.	i	-5	i	48	20	26
13	Cc1nnc(SCc2nc3ccccc3nc2C)s1	3%	-0.43	-0.091	-0.22	0.42	14%	i	3.0	2.3	7.9	-12	1189	i	0	i	58	-14	-19
14	CN1C(=O)/C(=C/c2cccc(Cl)c2)Sc2ccc(C(=O)NCc3cccnc3)cc21	2%	0.88	-0.29	0.48	0.19	9%	i	4.1	1.6	6.9	-0.9	1124	i	-29	i	14	49	22
15	CCOc1nc(NCCN2CCOCC2)nc(Nc2ccc([N+](=O)[O-])cc2)n1	22%	-0.41	-0.26	0.16	-0.55	16%	i	2.9	1.5	1.6	0.5	1105	i	1	i	52	-1	-3
16	CC(C)=CCN1CCN(Cc2ccc(Oc3ncccn3)cc2)CC1CCO (stereo unspecified)	8%	0.89	-0.15	0.3	-0.98	7%	i	3.7	2.5	6.0	0.1	1559	i	-8	i	66	-2	-8
17	CCOC(=O)c1ccccc1NC(=O)/C=C/C(=O)O	-2%	-0.13	-0.24	0.016	0.52	14%	i	2.3	1.7	2.7	0.3	1091	i	2	i	21	0	3
18	O=C(Oc1ccc(-c2cnc3ccccc3n2)cc1)c1ccc(Br)o1	9%	0.19	-0.34	-0.0055	0.13	12%	i	8.0	2.4	19	.	.	i	-3	i	22	-8	-14
19	COc1cccc(N2CC(=O)N(NC(=O)c3sc4nc(C)cc(C)c4c3N)CC2=O)c1	-18%	-0.56	-0.22	-0.38	0.33	16%	i	.	.	.	-1.4	1074	.	.	i	52	.	.
20	O=C1NC(NS(=O)(=O)c2ccc(Cl)cc2)(C(F)(F)F)C(=O)N1CCc1ccccc1 (stereo unspecified)	5%	-0.17	-0.25	-0.13	0.4	6%	i	.	.	.	-1.0	1386	.	.	i	31	.	.
21	CCCn1c2ccc(F)cc2c2nnc(NN)nc21	12%	-0.59	-0.23	-0.53	1.3	10%	i	5.2	1.7	2.0	-0.7	1097	i	-5	i	22	4	-31
22	COc1ccc(Br)cc1/C=C\C(=O)NCc1cccnc1	21%	-1	-0.054	-0.35	0.48	2%	i	2.5	2.4	3.7	-1.5	1002	i	3	i	51	-6	7
23	CC(=O)Nc1ccc(S(=O)(=O)NNC(=O)c2cc3c4ccccc4n(C)c3s2)cc1	0%	-0.14	-0.1	0.64	-0.061	0%	i	2.9	1.4	3.6	4.2	1344	i	28	i	20	-11	26
24	COc1ccc(-n2c(COc3cccc4ccccc34)nnc2SCC#N)cc1	17%	1.9	-0.12	0.99	-1.8	-2%	i	4.9	1.7	3.4	-0.6	1116	i	3	i	62	48	14
25	Cc1oc(-c2ccc(Cl)cc2)nc1CN1CCC(C(=O)N2CCc3ccccc3C2)CC1	-7%	0.5	-0.098	0.38	-0.62	6%	.	4.2	3.9	4.4	.	.	i	3	i	26	33	19
26	O=C(NCc1ccccc1)c1ccc(CSc2ccccc2)o1	1%	0.7	-0.25	0.16	-0.66	1%	i	7.0	1.2	3.7	-5.1	1034	i	3	i	48	15	-2
27	CCn1c(SCC(=O)N/N=C/C=C/c2ccccc2[N+](=O)[O-])nnc1-c1ccccc1	24%	-0.29	-0.26	0.087	0.8	13%	i	2.5	3.5	4.7	2.0	1064	i	1	i	30	-10	5
28	CC(C)Oc1ccc(/C=N/NC(=O)C2CCCN2S(=O)(=O)c2ccc(Cl)cc2)cc1 (stereo unspecified)	5%	0.82	0.013	0.67	-1.1	-1%	i	2.3	1.1	7.9	-0.1	1046	i	-3	i	46	32	-4
29	CC1=C(C(N)=O)C(c2ccccc2)n2nc(-c3cccc(C)c3)nc2N1 (stereo unspecified)	4%	0.7	-0.19	0.6	-0.35	1%	i	2.4	3.6	3.9	-6.5	1101	i	12	i	47	8	9
30	Cc1cc(NC(=O)c2ccc3c(c2)OCO3)no1	0%	-0.027	-0.045	0.18	0.46	6%	i	2.7	2.4	16	.	.	i	3	i	42	7	7
31	CCCn1nc(-c2ccccc2)c2nc3ccccc3nc21	14%	-4.5	27	2.8	0.39	13%	i	7.7	2.5	2.4	-6.6	1034	+	4.5*	i	40	-8	2
32	Cc1ccc(S(=O)(=O)N2CCN(S(=O)(=O)N3CCCCC3)CC2)cc1	-2%	-0.16	-0.084	0.026	-0.56	9%	i	1.8	2.2	3.1	.	.	i	-1	i	59	5	14
33	CCN1CCN(C(=S)Nc2ccc(Cl)c(Cl)c2)CC1	-5%	-0.13	-0.22	0.075	0.42	-1%	i	4.4	2.9	1.7	0.6	974	i	4	i	6	-3	6
